High-throughput results (PubChem BioAssay)
AT treatment: potential ataxia-telangiectasia treatments restoring KAP-1 phosphorylation | […] A-T fibroblasts, KAP-1 phosphorylation AlphaLISA; neocarzinostatin DNA damage 30 min before lysis | Potency, µM (top dose mostly 57.5 µM), without a hit: at the top dose activation, hits mostly activators | 0.19% of 320,000 active; note: potency is the fitted concentration of half-maximal effect; % of control where 0% means no effect; nearly all actives have a fitted effect of over 45% in size
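hTERT-immortalized A-T patient fibroblasts ([…]), 500 cells/well in OPTI-MEM, 1% FBS, got compounds for 60 min, then NCS for 30 min at 37C. Lysates were then assayed for phospho-KAP-1 by AlphaLISA (anti-pKAP1 donor, anti-KAP1 acceptor beads), 6 hr at 25C.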
MLL CXXC-DNA inh: MLL CXXC-DNA interaction inhibition. MLL-CXXC / FITC-HOXA9 DNA fluorescence polarization. Potency, µM (highest dose often 115 µM), inactives show at the highest dose activity change, negative = inhibition, actives largely listed as inhibitors. 0.037% of 290,000 active. AID 2662; active = well fitted inhibition curve with a large enough effect in the polarisation, with a control signal flat, not every such curve was filed as active; inconclusive = small, poorly fitted or top-dose-only effect, or effect the other way, or a change in a side signal; inactive = no such curve, though single readings can be large or run the other way; the % refers to the polarisation; note: potency is the fitted concentration of half-maximal effect
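Steps: dispense CXXC domain solution (7 uM) → pin compounds or unlabeled HOX-A9 DNA control → 5 min ambient → add FLSN-HOX-A9 solution (50 nM) → spin → 30 min ambient → fluorescence polarization. Tris pH 7.5/NaCl/DTT/BSA buffer.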
p53 reactivation: re-activators of mutant p53. 0.063% of 320,000 active. H1299 p53-A138V BP100-luciferase reporter, luminescence, 24 h. Potency, µM (titrated, usually from 92.2 µM), for the others: at the top dose activity change, positive = activation, most hits filed as activators; note: potency is the fitted concentration of half-maximal effect; % of control where 0% means no effect; nearly all actives have a fitted effect of over 45% in size
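H1299 (p53-null), stable ts p53-A138V + BP100-Luc; 1000 cells/well, Opti-MEM/10% FBS; cpd 4 pt, 1:5; 24 h, 37 deg C, 5% CO2; detection reagent 10 min RT; luminescence.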
Integrin act MD: activates integrin-mediated alleviation for muscular dystrophy | 0.064% of 350,000 active | Potency, µM (titrated, usually from 38.3 µM), for inactives: top-dose activation, most hits filed as activators | alpha7betagal myoblasts, beta-gal FDG fluorescence, 48 h;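 note: potency is the fitted concentration of half-maximal effect; 100% = response of the positive control SU9516; nearly all actives have a fitted effect of over 60% in size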
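Alpha7betagal+/- myoblasts (passage 13) were plated 16-24 hr, then exposed to compounds (1:260 dilution of DMSO stock) for 48 hours at 37C. After MPER lysis, β-galactosidase reporter activity was read as FDG fluorescence (ex 480/em 540) after 30 minutes.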
TRPV1 ag: activates the human vanilloid receptor TRPV1. Q8NER1. TRPV1-expressing cells, Fluo-8 calcium influx, agonist mode. activation, % at 8.33 µM. 0.19% of 320,000 active; in the data active = activation above about 80%; inconclusive = between about 30% and that limit; note: 0% is about no effect
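Fluo-8 calcium influx in TRPV1-expressing cells, kinetic read (ex 480/em 520 nm). Compound added and read 3 min for agonist activity, followed by capsaicin at EC20 final and 2 min further read for enhancement.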
TCR activator: T cell receptor activation | primary human leukocytes, anti-CD3, IL-2 HTRF, 48 h | 330,000 tested, under 10 active | Potency, µM (titrated, usually from 9.22 µM), for inactives: at the highest dose activation of IL-2 secretion, actives largely listed as activators | AID 504894; note: % of control where 0% means no effect
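IL-2 release read by HTRF sandwich (Eu cryptate donor, d2 acceptor, 665 nm emission) after 48 hr exposure of primary human leukocytes to compound together with anti-CD3 beads in the absence of co-stimulatory signals.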
ELG1 repair inh: ELG1-dependent DNA repair inhibition; HEK293T ELG1-luciferase reporter, luminescence, 16 h; DNA damage induced by 5-fluorouridine; Potency, µM (doses to about 46.1 µM), inactives show at the top dose activity change, negative = inhibition, most hits filed as inhibitors; 2.3% of 330,000 active; AID 504467; note: potency is the fitted concentration of half-maximal effect; % is set by controls: 0 for no effect and ±100 for the full control effect; nearly all actives have a fitted effect of over 55% in size
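In this reporter screen, reduction of luminescence relative to DMSO vehicle indicated activity. Compounds and 5-fluorouridine were added together to 2,000 cells per well, incubated for 16 hr at 37 °C, then developed with ONE-Glo.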
BRCA1 expr act: BRCA1 expression activation | Potency, µM (highest dose often 46.1 µM), inactives show at the highest dose activation, actives largely listed as activators | 1.1% of 380,000 active | AID 624202 | MCF7-BRCA1-FFLuc reporter, luminescence, 48 h; response scale: scaled: vehicle 0%, 10 µM genistein 100%; note: potency is the fitted concentration of half-maximal effect; nearly all actives have a fitted effect of over 80% in size; some results filed as inactive show a strong effect at the top dose
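First, MCF7-BRCA1-FFLuc cells (2000/well) attach for 2 h; next, compounds are pin-added and incubated 48 h at 37 °C; finally, luciferase reagent is added and luminescence read after 15 min.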
B2AR arrestin: agonists driving beta-arrestin recruitment to human beta2-adrenergic receptor; P07550; beta-arrestin recruitment to beta2AR, cell-based reporter; Potency, µM (titrated, usually from 46.1 µM), for the others: at the top dose activation, most hits filed as activators; 0.02% of 330,000 active; AID 492947;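 note: potency is the fitted concentration of half-maximal effect; 0% = DMSO controls and full agonism = EC100 isoproterenol or metaproterenol; nearly all actives have a fitted effect of over 65% in size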
PTAP TSG101 blk: blocks PTAP/TSG101 interaction to inhibit HIV-1 budding. Q99816. Fluorescence polarization, FITC-PTAP peptide / Tsg101 binding. Potency, µM (highest dose often 115 µM), without a hit: at the highest dose activity change, negative = inhibition, actives largely listed as inhibitors. 340,000 tested, under 10 active. AID 493005; active = well fitted inhibition curve with a large enough effect in the main read-out, with a control signal flat, not every such curve was filed as active; inconclusive = small, poorly fitted or top-dose-only effect, or effect the other way, or a change in a side signal; inactive = no such curve, though single readings can be large or run the other way; note: potency is the fitted concentration of half-maximal effect; % of control where 0% means no effect
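Fluorescence anisotropy tracks displacement of a FITC-tagged PTAP peptide (50 nM) from the Tsg101 binding domain (10 uM), following a 20 min room-temperature incubation at pH 7.5.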
An asterisk follows results filed as active; u = inconclusive; x = no result given; [ ] = dose if it differs, or a comment. Unless noted, calls come from the whole dose curve; as a rule, active = well fitted curve in the direction sought with a large enough effect; inconclusive = small, poorly fitted or top-dose-only effect, or another doubt; inactive = no such curve, though single readings can be large; an effect the other way counts as inactive or inconclusive.

SMILES	AT treatment	MLL CXXC-DNA inh	p53 reactivation	Integrin act MD	TRPV1 ag	TCR activator	ELG1 repair inh	BRCA1 expr act	B2AR arrestin	PTAP TSG101 blk
Cc1cc(C(=O)NCc2cccnc2)no1	-18%	-6%	-15%	-15%	4	x	-1%	1%	-0.8%	x
CCOc1cc(N2CCOCC2)c(OCC)cc1NC(=O)c1cccc(S(=O)(=O)N2CCOCC2)c1	14%	x	-4%	0%	x	2%	16µM*	-12%	-0.5%	2%
CC1CC(C)CN(C(=O)c2cc3c(s2)CCC3)C1 (stereo not given)	-1%	-9%	6%	15%	u	-2%	u	48%	0.5%	-2%
COC(=O)CC1C(=O)NCCN1C(=O)c1ccc([N+](=O)[O-])cc1 (stereo not given)	14%	-17%	-6%	0%	2	2%	0%	-9%	0.2%	-5%
CCCCCCCCNCCS(=O)(=O)NC1CCCCC1	x	x	x	-43%	x	0%	x	-45%	x	-3%
Cc1c(NS(=O)(=O)c2ccc(N(C)C3CCCCC3)c([N+](=O)[O-])c2)c(=O)n(-c2ccccc2)n1C	-3%	-2%	-3%	-9%	8	2%	10%	-23%	-0.5%	1%
Cc1ccc(/C=c2/sc3n(c2=O)CCCN=3)o1	-7%	34%[activator]	u	4%	3	10%[46.1 µM]	u	u	0.1%	1%
CC(C)(C)NC(=S)NCCc1ccccc1	-2%	11%	u	-21%	u	0%[46.1 µM]	u	92%	-0.5%	-3%
O=C(CSc1nccn1Cc1ccccc1)NCc1ccccc1	-1%	2%	2%	-2%	-2	-6%	u	37%	6.0%	-7%
Cc1ccc(SCC(=O)Nc2ccc3c(c2)C(=O)N(C)C3=O)cc1	7%	5%	5%	8%	-6	4%	11%	10%	-0.6%	-4%
O=C(O)c1ccc(COc2ccc([N+](=O)[O-])cc2)o1	-3%	-8%	u	u	0	1%	u	73%	-0.5%	6%
CN(C(=O)CSc1nnc(N)s1)c1c(N)n(Cc2ccccc2)c(=O)[nH]c1=O	10%	-9%	-1%	-6%	-6	-5%	13%	-9%	-0.7%	-1%
C/C(=N/NS(=O)(=O)c1ccccc1)c1ccc(NC(=O)C(F)(F)F)cc1	-3%	8%	-4%	5%	1	5%[46.1 µM]	5%	4%	-0.3%	-3%
Cc1cccc(NC(=O)CO/N=C/c2ccc3c(c2)OCO3)c1	2%	-4%	14%	11%	u	6%[46.1 µM]	u	9%	-0.9%	1%
C[C@@H]1CN([C@@H](C)CO)C(=O)Cc2cc(NC(=O)Nc3ccc(F)cc3)ccc2O[C@@H]1CN(C)Cc1ccc(Cl)c(Cl)c1	-3%	x	-3%	-9%	x	-4%	u	-92%[inhibitor]	-0.2%	-3%
COc1cc(NC(=O)C2CCCCC2)c(OC)cc1NC(=O)CN1CCCCC1	3%	12%	-15%	16%	-1	-1%	-14%	-28%	0.1%	0%
COC(=O)CCCCNC(=O)Nc1ccccc1	-8%	2%	2%	8%	2	0%	14%	-3%	-0.1%	-1%
O=C(COC(=O)c1ccc(Br)cc1)NC1CCCC1	-7%	12%	-1%	11%	12	2%	-11%	4%	0.3%	-4%
Cc1ccccc1NC(=S)NC12CN3CN(CN(C3)C1)C2	-1%	0%	7%	-6%	-4	2%	2%	-7%	0.1%	0%
CCOC(=O)c1c(NC(=O)CSc2nc3c(c(=O)n(C)c(=O)n3C)n2CC)sc(C)c1C	1%	-4%	-4%	-7%	1	2%	5%	-15%	-1.0%	-2%
O=Cc1ccccc1-c1cn(CN2C(=O)c3ccccc3C2=O)nn1	-12%	-1%	x	15%	1	1%	-7%	9%	-0.4%	-2%
O=C(NCc1ccco1)/C(=C/c1cccnc1)NC(=O)c1cccc(Br)c1	0%	-13%	-4%	-10%	1	0%	5%	1%[1.84 µM]	-0.7%	6%
CC(OC(=O)C1=COCCO1)C(=O)Nc1cccc(S(=O)(=O)N2CCOCC2)c1 (stereo not given)	1%	103%[activator]	-3%	-11%	0	0%	12%	0%	0.0%	-3%
COC(=O)c1cc(OC)c(OC)cc1NC(=O)Nc1ccccc1OC	10%	0%	-1%	5%	-2	-2%	-1%	-1%[1.84 µM]	-0.1%	-8%
O=C(CNC(=O)c1cccs1)NCC(=O)OCc1c(Cl)cccc1Cl	1%	21%	0%	-5%	-5	9%	10%	-36%	-0.6%	1%
Cc1cc(C)nc(/N=C(\N)Nc2cccc([N+](=O)[O-])c2)n1	x	9%	-9%	3%	-6	4%[46.1 µM]	u	9%	-0.6%	0%
CC1=C(C(=O)Nc2ccc(CC(=O)NCc3ccccc3C)cc2)SCCO1	-1%	2%	7%	0%	0	1%	u	90%	0.2%	-3%
CN(CC(=O)Nc1ccc(Cl)c(Cl)c1)C(=O)C12CC3CC(CC(C3)C1)C2	3%	2%	18%	-9%	14	-6%[46.1 µM]	-1%	-54%	-0.4%	-1%
COc1ccc(-c2c(C)sc(NC(=O)c3ccnn3C)c2C#N)cc1	1%	10%	26%	-29%	13	-1%[46.1 µM]	-11%	-36%	-0.5%	-6%
Cc1ccc(S(=O)(=O)N2CCN(C(=O)c3cc(S(=O)(=O)N(C)C)ccc3N3CCCC3)CC2)cc1	-2%	x	3%	-10%	1	6%	6%	8%	-0.2%	-3%
Cc1nnc2sc(COc3ccccc3)nn2c1=O	0%	1%	6%	-4%	6	1%	9%	-3%	-0.5%	-1%
Cc1ccc(C(=O)NC(=S)Nc2ccc3[nH]c(=O)[nH]c3c2)cc1C	7%	12%	-3%	20%	0	-8%[46.1 µM]	16%	16%	-0.1%	-6%
Cc1cccc(C)c1NC(=O)NC1(C(=O)NCCN2CCOCC2)CCCCC1	2%	-11%	0%	14%	-4	x	8%	-1%	0.5%	-1%
COc1cc(C2Nc3cc(Cl)c(S(N)(=O)=O)cc3S(=O)(=O)N2)cc(OC)c1OC (stereo not given)	1%	0%	1%	19%	-1	5%	17%	6%	-0.8%	-6%
O=C(c1cc(Br)c[nH]1)N1CCSCC1	-7%	u	1%	0%	-1	3%	16%	-13%	0.5%	0%
CCn1cc2nc(SCC(=O)Nc3ccccc3F)n(Cc3ccccc3)c(=O)c2n1	-3%	24%	-10%	u	3	11%	-8%	-8%	0.2%	-10%

Shown with two lines to a compound: part of the list above.
Each structure is followed by: AT treatment, MLL CXXC-DNA inh, p53 reactivation, Integrin act MD, TRPV1 ag, TCR activator, ELG1 repair inh, BRCA1 expr act, B2AR arrestin, PTAP TSG101 blk
COc1ccc(-c2c(C)sc(NC(=O)c3ccnn3C)c2C#N)cc1
  1%, 10%, 26%, -29%, 13, -1%[46.1 µM], -11%, -36%, -0.5%, -6%
Cc1ccc(S(=O)(=O)N2CCN(C(=O)c3cc(S(=O)(=O)N(C)C)ccc3N3CCCC3)CC2)cc1
  -2%, x, 3%, -10%, 1, 6%, 6%, 8%, -0.2%, -3%
Cc1nnc2sc(COc3ccccc3)nn2c1=O
  0%, 1%, 6%, -4%, 6, 1%, 9%, -3%, -0.5%, -1%
Cc1ccc(C(=O)NC(=S)Nc2ccc3[nH]c(=O)[nH]c3c2)cc1C
  7%, 12%, -3%, 20%, 0, -8%[46.1 µM], 16%, 16%, -0.1%, -6%
Cc1cccc(C)c1NC(=O)NC1(C(=O)NCCN2CCOCC2)CCCCC1
  2%, -11%, 0%, 14%, -4, x, 8%, -1%, 0.5%, -1%
COc1cc(C2Nc3cc(Cl)c(S(N)(=O)=O)cc3S(=O)(=O)N2)cc(OC)c1OC (stereo not given)
  1%, 0%, 1%, 19%, -1, 5%, 17%, 6%, -0.8%, -6%
O=C(c1cc(Br)c[nH]1)N1CCSCC1
  -7%, u, 1%, 0%, -1, 3%, 16%, -13%, 0.5%, 0%
CCn1cc2nc(SCC(=O)Nc3ccccc3F)n(Cc3ccccc3)c(=O)c2n1
  -3%, 24%, -10%, u, 3, 11%, -8%, -8%, 0.2%, -10%

Continuation:
SMILES	AT treatment	MLL CXXC-DNA inh	p53 reactivation	Integrin act MD	TRPV1 ag	TCR activator	ELG1 repair inh	BRCA1 expr act	B2AR arrestin	PTAP TSG101 blk
COC(=O)c1ccc(S(=O)(=O)NCc2ccco2)n1C	5%	-8%	-2%	3%	1	5%	-8%	3%	4.0%	0%
Cc1ccc(CNC(=O)C(Cc2ccccc2)NS(=O)(=O)c2ccc(Br)s2)cc1 (stereo not given)	10%	-5%	1%	-7%	18	-2%	u	-55%	2.5%	0%
COc1cc(NC(=O)c2ccccc2Cl)c(OC)cc1NC(=O)CN1CCCCC1	11%	-2%	1%	-6%	-11	-2%	1%	-3%	0.1%	-5%
Cc1cc([N+](=O)[O-])nn1Cc1ccc(C(=O)N/N=C/c2ccccc2)cc1	-2%	1%	u	u	4	-2%[46.1 µM]	u	-4%	-1.9%	-2%
CCOC(=O)c1c(C)[nH]c(C(=O)COC(=O)CCNS(=O)(=O)c2ccc(NC(C)=O)cc2)c1C	7%	x	-2%	11%	x	x	0%	-9%	-0.3%	-4%
